MITF inh: human MITF inhibition, primary screen; AID 1259374; AlphaScreen MITF homodimerization, bead proximity signal; inhibition, % at 2.6 µM; O75030; hit rate 0.91% among 650,000; in the data active = inhibition above about 50%;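 note: 0% = vehicle wells with protein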
TEAD-YAP inh: TEAD-YAP interaction inhibition. HEK-TIYL cells, TEAD-Gal4/YAP UAS-luciferase luminescence. inhibition, % at 9.12 µM. hit rate 1.4% among 640,000. AID 1259422; in the data active = inhibition above about 32%;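 note: 0% = median of test compound wells and 100% = reference inhibitor wells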
FBW7 activator: activators of human E3 ligase FBW7 | Q969H0 | AlphaScreen FBW7–phospho-cyclin E peptide binding, activator screen | normalized activity (activation), % at 26.1 µM | hit rate 0.13% among 650,000; in the data active = normalized activity above about 1.9%;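 note: purified mutant Fbw7 with reduced substrate affinity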
Target sequence (Q969H0 whole entry, looked up): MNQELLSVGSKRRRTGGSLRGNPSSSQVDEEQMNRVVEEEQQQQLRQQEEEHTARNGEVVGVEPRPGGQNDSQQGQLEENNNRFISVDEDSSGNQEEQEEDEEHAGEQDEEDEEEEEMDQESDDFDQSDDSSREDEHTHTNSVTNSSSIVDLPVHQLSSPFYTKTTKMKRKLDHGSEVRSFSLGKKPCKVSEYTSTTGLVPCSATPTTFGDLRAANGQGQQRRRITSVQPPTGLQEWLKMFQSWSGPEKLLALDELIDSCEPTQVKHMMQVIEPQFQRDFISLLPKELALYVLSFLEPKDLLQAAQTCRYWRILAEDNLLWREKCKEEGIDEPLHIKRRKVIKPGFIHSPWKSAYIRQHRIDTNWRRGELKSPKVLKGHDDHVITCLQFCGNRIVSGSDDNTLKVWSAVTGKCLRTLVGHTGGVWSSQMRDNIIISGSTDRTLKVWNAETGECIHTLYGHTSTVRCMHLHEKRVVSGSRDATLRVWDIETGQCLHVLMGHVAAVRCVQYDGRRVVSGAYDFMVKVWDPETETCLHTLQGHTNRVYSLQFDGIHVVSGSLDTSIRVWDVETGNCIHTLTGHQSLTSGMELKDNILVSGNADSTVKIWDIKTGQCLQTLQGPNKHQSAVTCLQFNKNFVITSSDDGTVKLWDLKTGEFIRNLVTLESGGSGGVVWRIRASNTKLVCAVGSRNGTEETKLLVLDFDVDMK
GPR151 ag: activators of human GPR151 | AID 1508602 | hit rate 1% among 650,000 | PathHunter beta-arrestin GPR151 cells, luminescence | Q8TDV0 | activation, % at 11.2 µM; in the data active = activation above about 4.9%;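 note: 0% = median of compound wells and 100% = cells with positive control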
Starred values were filed as active, the others as inactive; x = no result given.

structure,MITF inh,TEAD-YAP inh,FBW7 activator,GPR151 ag
CCCOC(=O)c1c(NC(=O)c2cc(Cl)ccc2[N+](=O)[O-])sc2c1CCC(C)C2 (configuration not stated),6,5,0.1,-1.1
N#Cc1ccc(COC(=O)c2cc3ccccc3cc2O)cc1,-10,3,-0.1,-0.2
CSc1c(C#N)c(-c2ccccc2)nn1CC(=O)NN,16,12,0.7,0.1
Cc1ccc(COc2ccc3c4c(c(=O)oc3c2C)CCC4)cc1,21,-15,0.4,-2.0
COc1ccc(-n2c(SCC(=O)Nc3nccs3)nc3ccsc3c2=O)cc1,1,-2,0.2,1.2
Cc1ccc(-c2nn(C)c(=O)c3ccccc23)cc1,-1,-9,-0.1,2.0
COc1ccc(C2=NN(C(=O)CSc3nnc(CNC(=O)c4ccccc4)n3-c3ccccc3)C(c3ccc(OC)cc3)C2)cc1 (configuration not stated),11,-7,0.7,-1.1
O=C(c1ccccc1F)N(c1cccc(Cl)c1)C1C=CS(=O)(=O)C1 (configuration not stated),-2,-14,0.1,0.3
CCc1nc(CN2CCN(Cc3ccc(F)c(F)c3)C(CCO)C2)c(C)[nH]1 (configuration not stated),4,7,-0.1,-0.4
CCOC(=O)CN(Cc1cccs1)S(=O)(=O)c1ccc(F)cc1,1,5,-0.2,-1.2
O=C(/C=C/c1ccccc1)NC(=S)NCC1CCCO1 (configuration not stated),2,-31,0.1,0.6
CCOC(=O)CNC(=O)/C=C/c1cccs1,35,11,0.3,1.3
CC1CCCN(C(=O)COc2ccc(C#N)cc2)C1 (configuration not stated),11,-6,0.1,1.1
CCOc1ccc(-c2[nH]nc3c2C(c2ccccc2F)C(C#N)=C(N)O3)cc1OC (configuration not stated),-8,11,-0.2,0.7
CCOC(=O)c1c(NC(=O)c2cc([N+](=O)[O-])ccc2NCCc2ccccc2)sc2c1CCCC2,9,-3,0.0,-0.1
O=C(COc1cccc(Br)c1)Nc1cccc2ccccc12,7,-3,0.1,-0.5
COc1ccc(-c2cc(C(=O)OCC#N)c3ccccc3n2)cc1OC,1,4,0.1,-1.1
CCC1(c2ncc[nH]2)Cc2ccccc2O1 (configuration not stated),-14,x,0.0,-1.8
CCCOc1ccc(OCCSc2nc3ccccc3[nH]2)cc1,14,9,0.5,1.3
CCc1cc2c(=O)c(Oc3ccccc3)c(C(F)(F)F)oc2cc1OC(C)=O,7,4,0.4,0.0
COc1cc(/C=N/NS(=O)(=O)c2ccc3ccccc3c2)ccc1OCC(N)=O,12,12,0.1,1.4
CC(=O)O/N=C(/N)c1nc(N2CCOCC2)nc(N2CCOCC2)n1,2,-9,0.0,-0.3
COC(=O)c1[nH]c2ccccc2c1CN1CCCCC1,2,0,0.0,0.1
O=c1c2ccccc2nc(-c2cccs2)n1NCc1ccc(Cl)cc1Cl,-9,4,0.0,-1.4
CN(C)c1ccc(NC(=O)COC(=O)C2=NNC(=O)CC2)cc1,4,3,0.3,0.0
Cc1cc(C)cc(OCC(=O)NNC(=O)c2cc3ccccc3o2)c1,7,14,-0.2,0.9
CCOc1ccc(-n2nc(C(=O)N3CCN(c4ccc(F)cc4)CC3)c3ccccc3c2=O)cc1,0,3,-0.1,-0.6
COc1ccc(-c2nc(NCc3cccc(C(F)(F)F)c3)c3[nH]cnc3n2)cn1,1,6,0.2,-0.4
Cc1ccc(C2CC(c3cccs3)=NN2C(=O)CSc2nnc(CNC(=O)c3ccco3)n2-c2ccc(F)cc2)cc1 (configuration not stated),-4,7,-0.1,-0.9
CCOC(=O)CS(=O)(=O)c1ccc(C(=O)NCc2ccc(OC)cc2)cc1[N+](=O)[O-],11,8,0.0,0.5
COC(=O)c1c(NC(=O)CSc2nnc3ccccn23)sc(C)c1C,10,2,0.6,-1.5
O=C(NCc1cccnc1)C1CC12CCN(Cc1ccc(O)c(Cl)c1)CC2 (configuration not stated),-6,-5,0.0,0.7
CCOc1ccc(C(=O)Nc2cccc(NC(=O)c3ccc(I)cc3)c2)cc1,2,-5,0.7,-1.6
O=C(Nc1cnn(Cc2ccc(Cl)cc2Cl)c1)c1cc(C2CC2)on1,5,12,-0.1,1.7
CCC(C)NCC(=O)Nc1cccc(C)c1C (configuration not stated),0,2,0.1,-0.5
Cc1cccc(NC(=O)c2nccnc2CO)c1,-6,-18,-0.1,-3.1
COc1ccc(-c2sc(NC(C)=O)nc2-c2ccccc2)cc1,11,6,0.0,-1.1
NC(=O)NNC(=S)Nc1cc(S(=O)(=O)N2CCOCC2)ccc1Cl,6,-9,0.1,3.1
O=C1CCCC2=C1C(c1cccs1)C1=C(N2)c2ccccc2C1=O (configuration not stated),14,8,0.0,-2.2
Cc1cc(C)c(NC(=O)CSc2nc3ccc(NC(=O)CSc4nnnn4-c4ccccc4)cc3s2)c(C)c1,-2,2,0.0,0.2
O=C(Nc1ccc(-c2ccc(NC(=O)c3ccc(=O)oc3)cc2)cc1)c1ccc(=O)oc1,-11,-2,0.0,0.5
CN1CCN(S(=O)(=O)c2cc([N+](=O)[O-])ccc2N2CCC(C(N)=O)CC2)CC1,-3,-11,0.0,-1.8
c1csc(CNc2nc3nonc3nc2N2CCCC2)c1,-249,-7,0.1,1.0
Cc1c(C)n2c(SCC(=O)NC3CCCCC3)nnc2[nH]c1=O,2,-8,-0.2,-1.7
COCCC(=O)NC(C)c1nnc2n1CCN(Cc1ccc(C)cc1)CC2 (configuration not stated),-16,10,0.1,-0.2
O=C(O)c1ccc2c(c1)NC(=O)C(N1CCCC1)S2 (configuration not stated),-3,-14,0.0,2.4
CC(=O)Nc1nc(S(=O)(=O)c2ccc(C)cc2)c(Cl)s1,12,10,0.0,-0.8
CCc1ccccc1N(CC(=O)NC1CCCC1)C(=O)CCC(=O)Nc1nccs1,12,-1,0.0,-0.8
COCCNS(=O)(=O)c1ccc(C)c(C)c1C,13,3,0.4,-1.8
COC(=O)/C=C1\SC(=NC(=O)c2ccc(Cl)cc2)NC1=O,15,-4,0.3,-0.8

Carrying on:
structure,MITF inh,TEAD-YAP inh,FBW7 activator,GPR151 ag
Cc1nc2nc(CN)nn2c(C)c1CCC(=O)NCc1ccc(Cl)cc1,7,22,0.1,0.9
CC(C)OC(=O)c1c(NC(=O)c2nn(C)cc2[N+](=O)[O-])sc2c1CCCC2,22,-16,0.2,0.0
N#Cc1c(-c2ccccc2)nc(SCC(=O)Nc2ccccc2)[nH]c1=O,-5,-3,-0.1,1.3
CC1(C)CC(=O)N(CC(=O)NCCc2ccc(Cl)cc2)c2ccccc2S1,12,15,0.6,-0.4
Cc1cc(C)n2nc(C(=O)OCC(=O)NC(=O)NCc3ccco3)nc2n1,-7,10,-0.2,1.2
O=C1CC2(CCN(C(=O)c3cc(Cl)ccc3[N+](=O)[O-])CC2)Oc2ccccc21,-13,7,0.0,1.2
Cc1ccc(NC(=O)COc2ccccc2Cl)cc1F,0,-59,-0.1,-1.5
C=CCc1cccc2cc(C(=O)Nc3cc(C)ccc3C)c(=O)oc12,9,2,-0.1,-0.2
O=C(CSc1nnc(-c2c[nH]c3ccccc23)o1)c1ccc2c(c1)OCCO2,1,-1,-0.1,0.2
O=C(CSc1ccccc1C(=O)O)Nc1ccc(F)c(F)c1,2,12,0.1,-0.9
O=C1C(=O)N(CN2CCN(CN3C(=O)C(=O)c4ccccc43)C2)c2ccccc21,1,-7,0.0,-1.2
COC(=O)N/N=C/c1ccc([N+](=O)[O-])s1,5,3,-0.1,0.4
CS(=O)(=O)N1N=C(c2ccc(Cl)cc2)CC1c1ccco1 (configuration not stated),6,-44,0.1,1.1
CCOc1ccc(C(=O)NC(=S)NCc2cccnc2)cc1Cl,19,7,0.1,-1.4
OC[C@@H]1CCCN1c1ccnc2c(-c3cc4ccccc4o3)cnn12,-6,44*,-0.4,-3.6
O=C1CSC(c2cccc([N+](=O)[O-])c2)N1c1ccc(F)cc1F (configuration not stated),-1,1,0.0,-0.2
O=C(COc1ccc([N+](=O)[O-])cc1)NNC(=O)c1ccccc1Cl,3,-3,0.0,-0.7
CCOC(=O)c1c(NC(=O)C(C)Sc2nnc(CNC(=O)c3cccc(OC)c3)n2-c2ccc([N+](=O)[O-])cc2)sc2c1CCCC2 (configuration not stated),-19,17,0.3,0.0
O=C(c1cc2cnccc2nc1C(F)(F)F)N1CCCC1,15,12,0.5,-1.5
CCOC(=O)c1c(NC(=O)C(F)(F)F)sc2c1CCC2,3,3,0.2,-1.1
CCC(=O)Nc1ccc(NC(=O)c2cnccn2)cn1,-12,2,0.0,2.4
O=C(Nc1ccc(Br)cc1C(=O)c1ccccc1)c1ccc(S(=O)(=O)N2CCc3ccccc32)cc1,5,-7,-0.4,2.3
Cc1ccc(Cc2c(C)nc3nc(SCC(=O)NCCc4ccccc4)nn3c2C)cc1,-9,-8,0.0,1.6
N#Cc1ccc(C(=O)NCCCc2ccccc2)c(F)c1,2,6,0.1,-0.2
COc1cccc(-c2nc(-c3ccccc3)c(-c3cc([N+](=O)[O-])ccc3C)[nH]2)c1OC,-1,-13,-0.1,-0.5

Entries of single compounds from above.
Cc1cc(C)n2nc(C(=O)OCC(=O)NC(=O)NCc3ccco3)nc2n1 as listed: MITF inh = -7; TEAD-YAP inh = 10; FBW7 activator = -0.2; GPR151 ag = 1.2
CS(=O)(=O)N1N=C(c2ccc(Cl)cc2)CC1c1ccco1 (configuration not stated) as listed: MITF inh = 6; TEAD-YAP inh = -44; FBW7 activator = 0.1; GPR151 ag = 1.1
CC1(C)CC(=O)N(CC(=O)NCCc2ccc(Cl)cc2)c2ccccc2S1 as listed: MITF inh = 12; TEAD-YAP inh = 15; FBW7 activator = 0.6; GPR151 ag = -0.4

Some entries already given, showing only MITF inh.
| smiles | MITF inh |
| --- | --- |
| COc1ccc(-n2c(SCC(=O)Nc3nccs3)nc3ccsc3c2=O)cc1 | 1 |
| CCC(C)NCC(=O)Nc1cccc(C)c1C (configuration not stated) | 0 |
| CCc1cc2c(=O)c(Oc3ccccc3)c(C(F)(F)F)oc2cc1OC(C)=O | 7 |
| O=C(NCc1cccnc1)C1CC12CCN(Cc1ccc(O)c(Cl)c1)CC2 (configuration not stated) | -6 |

Additional records.
structure,MITF inh,TEAD-YAP inh,FBW7 activator,GPR151 ag
CC(=O)C1=NN(c2ccc(Cl)cc2)C(c2cccc(OCc3c(Cl)cccc3Cl)c2)N1c1ccc(C)cc1 (configuration not stated),-5,3,0.3,2.2
Clc1ccccc1OCc1nc(-c2ccc(Br)cc2)no1,5,-2,0.8,0.7
O=C(/C=C/c1ccccc1)NC(=S)Nc1ccc(Cl)cn1,11,6,0.1,-0.6
O=C(c1ccc(Br)o1)N1CCCCC1,11,-11,0.2,1.0
Cc1nc2ccccc2c(C(=O)O)c1N,5,0,-0.1,-0.4
Cc1ccn2cc(CCNC(=O)c3ccco3)nc2c1,-5,-6,0.5,-0.3
O=C(Nc1cnn(Cc2ccc(Cl)cc2)c1)c1ccccc1[N+](=O)[O-],-4,5,-0.2,-0.1
COc1ccc(-c2ccc(/C=N/NC(=O)c3ccncc3)o2)c([N+](=O)[O-])c1,-8,8,-0.2,4.3
Cc1cccc(C(=O)/C=C2/c3ccc4ccccc4c3CC(C)(C)N2C)c1,1,-6,-0.1,0.9
O=C(Nc1nccs1)C1CCC(CNc2c(N3CCCCC3)c(=O)c2=O)CC1 (configuration not stated),15,10,0.1,-1.4
CCC(=O)Nc1ccc(Nc2cc(OC)nc(C)n2)cc1,-7,-4,-0.1,0.2
COC(=O)c1ccc(OCc2ccccc2C)cc1,-21,-36,0.8,-0.3
NC(=O)c1ccc(-c2ncc(C(=O)NCc3nc4ccccc4[nH]3)s2)cc1,1,-5,-0.2,-0.9
Cc1ccc(CCN2CC(C(=O)NC3CCCCC3)CC2=O)cc1 (configuration not stated),-3,-8,-0.1,-1.5
Cc1ncc2c(c1CNS(=O)(=O)N(C)C)CCN(C(=O)CSc1ccccc1)C2,1,5,-0.2,0.6
COc1ccc(C(=O)NNC(=O)Cc2ccc(-c3ccccc3)cc2)cc1,-2,1,-0.5,0.0
CC(C)C(CC(=O)O)NS(=O)(=O)c1ccc(F)cc1 (configuration not stated),-8,-1,0.0,-1.3
CCOc1ccc(-c2ccc(SCC(=O)Nc3cccc(NC(C)=O)c3)nn2)cc1,-3,-15,0.3,-0.4
COc1ccc(OC)c(N/C=C(/C#N)c2nc(-c3cc4ccccc4oc3=O)cs2)c1,-7,-3,-0.1,-0.1
COCCCNC(=O)c1cccc2ccccc12,-7,11,0.0,-1.0
CCC(C)(C)c1ccc(OCCCCSc2nc3ccccc3[nH]2)c(C(C)(C)CC)c1,7,6,0.0,0.1
CN(C)S(=O)(=O)c1ccc(NC(=O)c2ccc(Cl)cc2Cl)cc1,14,-3,0.1,0.1
Cc1ccccc1CSc1nc2ccccc2c(=O)n1Cc1cccs1,3,-1,0.0,-0.3
CC(C)CN1C(=S)NC(=NC(COc2ccccc2)C(C)(C)C)C12CCCCC2 (configuration not stated),0,9,-0.1,0.4
COc1cccc(NC(=O)C2CCCCN2S(=O)(=O)c2ccccc2[N+](=O)[O-])c1 (configuration not stated),4,-5,-0.1,-0.9
COC(=O)CCNS(=O)(=O)c1ccc([N+](=O)[O-])cc1,-4,8,-0.1,1.2
